Screens (PubChem)
NadD inh: NadD (S. aureus) enzyme inhibition; purified NadD enzyme, colorimetric absorbance read-out; inhibition, % at 20 µM; 360,000 compounds, 0.78% hits; AID 602399; in the data active = inhibition above about 26%; note: some compounds past the cut are filed as inactive
Scp-1 inhibitor: blocks human Scp-1 phosphatase activity; Q9GZU7; Recombinant Scp1, phosphopeptide, malachite green phosphate absorbance; inhibition, % at 20 µM; 340,000 compounds, 0.88% hits; AID 493091;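 active = inhibition above about 50% at 20 µM, limit read from the data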;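 note: plate controls were DMSO wells with enzyme for no effect and wells lacking enzyme for full effect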
Target sequence (Q9GZU7 76-261 limits assumed): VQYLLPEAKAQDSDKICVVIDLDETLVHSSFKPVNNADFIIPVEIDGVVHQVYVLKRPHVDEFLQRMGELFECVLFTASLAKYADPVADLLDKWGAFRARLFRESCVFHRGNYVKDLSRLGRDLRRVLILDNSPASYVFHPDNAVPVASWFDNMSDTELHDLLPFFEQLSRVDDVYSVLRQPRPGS
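Incubation: 45 min enzyme reaction at room temperature / System: truncated SCP-1 phosphatase (76-261aa) / Reagent: Phospho 17-mer peptide substrate / Buffer or medium: Acidic Tris acetate buffer with magnesium and detergent / Signal: absorbance at 630 nm / Doses: one concentration, 20 µM, with 1.0% DMSO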
TbMetRS inhib: Trypanosoma brucei MetRS inhibition; 360,000 compounds, 0.4% hits; purified T. brucei MetRS, ATP depletion, Kinase-Glo luminescence; inhibition, % at 11.9 µM; AID 624268;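 active = inhibition above a per-plate cutoff of the control wells' mean inhibition plus 3 SD, cut at about 5.5% in these data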;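 note: 0% = DMSO wells median and 100% = median of wells with control inhibitor compound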
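Material: parasite MetRS enzyme / Replication: singlicate, one well per compound / Signal: luminescence of leftover ATP / Schedule: 2 h aminoacylation at 25 °C after 15 min preincubation / Medium: HEPES-MgCl2-KCl buffer plus DTT, spermine, BSA, pyrophosphatase / Doses: 11.9 µM single point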
LMPTP inh: LMPTP (human) inhibition; P24666; recombinant LMPTP-A, OMFP fluorogenic substrate, fluorescence intensity; inhibition, % at 20 µM; 360,000 compounds, 0.22% hits; AID 651560;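 active = compounds that cut the enzyme signal by at least half of the control window in the single-dose screen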;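 note: plate controls were DMSO wells with enzyme plus substrate for no effect and substrate without enzyme for full effect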
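Assay system: LMPTP-A enzyme. Input: 0.625 nM LMPTP-A final. Probe or stimulus: 400 µM OMFP. Compound dosing: single 20 µM dose. Schedule: 50 min dark incubation at room temperature. Detection: fluorescence intensity of OMFP turnover product. Read-out: percent inhibition versus substrate-only and uninhibited controls. Benchmarks: no-enzyme low control, uninhibited high control.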
Neddyl block: cullin neddylation inhibition | P61081+Q13564 | calls only at 25 µM | 360,000 compounds, 0.58% hits | TR-FRET cullin neddylation, biochemical; in the data active = inhibition above about 36%
Target sequence (P61081 whole entry, looked up): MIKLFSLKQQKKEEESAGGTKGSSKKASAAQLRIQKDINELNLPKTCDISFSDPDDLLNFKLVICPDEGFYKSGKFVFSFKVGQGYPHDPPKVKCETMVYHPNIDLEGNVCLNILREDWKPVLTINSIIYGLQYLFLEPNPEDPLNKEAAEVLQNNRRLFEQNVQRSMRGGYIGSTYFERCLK
Target sequence (Q13564 whole entry, looked up): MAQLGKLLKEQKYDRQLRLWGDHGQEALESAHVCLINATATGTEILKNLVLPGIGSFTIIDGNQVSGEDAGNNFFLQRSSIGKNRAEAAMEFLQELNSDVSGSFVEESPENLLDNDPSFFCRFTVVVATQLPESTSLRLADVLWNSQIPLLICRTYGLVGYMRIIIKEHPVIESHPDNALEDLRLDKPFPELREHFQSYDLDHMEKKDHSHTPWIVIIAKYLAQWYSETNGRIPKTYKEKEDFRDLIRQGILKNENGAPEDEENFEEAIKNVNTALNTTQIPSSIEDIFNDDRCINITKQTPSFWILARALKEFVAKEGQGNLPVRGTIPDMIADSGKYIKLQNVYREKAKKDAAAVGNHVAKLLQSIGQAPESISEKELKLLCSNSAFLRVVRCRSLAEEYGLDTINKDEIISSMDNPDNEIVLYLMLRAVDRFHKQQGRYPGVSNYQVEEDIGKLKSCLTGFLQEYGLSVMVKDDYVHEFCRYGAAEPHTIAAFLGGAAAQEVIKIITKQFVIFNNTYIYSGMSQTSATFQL
NRP1-CendR mod: modulators of CendR peptide binding to human neuropilin-1. FAM-RPARPAR peptide binding to NRP-1, fluorescence polarization. O14786. 360,000 compounds, 0.85% hits. inhibition, % at 25 µM;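 active = inhibition or corrected inhibition above about 18%, plus a signal ratio from 0.5 to 1.5, limit read from the data, passing the limit was not always enough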; note: strong numbers were not always called active
DNMT1 inh: DNMT1 (human) enzyme inhibition. AID 588458. 360,000 compounds, 0.83% hits. inhibition (reported as % activation of signal), % at 10 µM. P26358. DNMT1 molecular beacon, Hinp1I cleavage, fluorescence; in the data active = inhibition above about 50%
SUMO1 PPI mod: modulators of human SUMO1-mediated protein-protein interactions | 360,000 compounds, 0.33% hits | P63165 | inhibition, % at 20 µM | AID 602429 | SUMO1 binding to a labelled peptide, TR-FRET, 1 h; in the data active = inhibition above about 37%
Target sequence (P63165 whole entry, looked up): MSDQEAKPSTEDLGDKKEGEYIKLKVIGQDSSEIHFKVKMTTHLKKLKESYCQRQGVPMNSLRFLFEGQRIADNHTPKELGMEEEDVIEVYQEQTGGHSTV
SKN-1 inh: blocks SKN-1 activity in C. elegans; C. elegans VP596 Pgst-4::GFP/RFP ratio, acrylamide-induced, 24 h; inhibition, % at 21.8 µM; 360,000 compounds, 0.49% hits; AID 624304;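 active = interference check ratio from 0.5 to 1.5 plus GFP to RFP signal ratio inhibition reaching or exceeding a fixed threshold, cut at about 30% in these data, passing the limit was not always enough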; note: some compounds called inactive have numbers as strong as hits
STEP block: inhibitors of human striatal-enriched phosphatase STEP | P54829 | recombinant STEP, OMFP fluorogenic substrate, fluorescence | inhibition, % at 20 µM | 360,000 compounds, 0.25% hits;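 active = inhibition at 20 µM, scaled per plate between control wells, above about 37%, limit read from the data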;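 note: 0% = DMSO with enzyme and substrate and 100% = substrate only without enzyme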
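Also added – OMFP at 25 µM · Test system – STEP tyrosine phosphatase · Technique – FITC-channel fluorescence of OMFP product · Schedule – 20 min at room temperature, dark · Evaluation – control-normalized % inhibition with plate pattern correction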
Numbers without * were called inactive; i = inactive; / = no result given. Hits appear at their usual frequency. Share with any hit: about 4.6%.

SMILES	NadD inh	Scp-1 inhibitor	TbMetRS inhib	LMPTP inh	Neddyl block	NRP1-CendR mod	DNMT1 inh	SUMO1 PPI mod	SKN-1 inh	STEP block
O=C(/C=C/c1cccnc1)c1ccc(F)c(F)c1	2	1	-0.8	-0.3	i	1	-1	-4	-1	1
Cc1ccc(CNC(=O)c2oc3ccc(S(=O)(=O)N4CCC5(CC4)OCCO5)cc3c2C)cc1	-1	-9	0.1	1.7	i	8	-2	-5	5	2
CCn1c(SCC(=O)N(C)CC(=O)Nc2ccc(OC)cc2)nnc1-c1ccco1	-5	-4	0.1	-0.9	i	-3	-1	4	-1	4
COC(=O)c1ccc(CN2CCN(C3CCCCC3)C(CCO)C2)cc1 (centres undefined)	-4	-2	-0.5	-1.4	i	6	0	8	6	-1
Cc1c(CN2CCCCC2C)c(=O)n(-c2ccccc2)n1C (centres undefined)	2	-6	-0.5	-3.3	i	-5	4	2	-4	0
CCCCCc1c(-c2ccc(OC)cc2)ncn1CCc1ccccc1OC	-2	/	-0.6	6.6	i	14	/	13	8	/
N#C/C(=C(/O)COc1ccc(Cl)cc1)c1nc2ccccc2s1	5	1	-0.6	0.7	i	7	-4	6	-2	-1
CCOC(=O)N1CCC(N(CCCOC)C(=O)Nc2ccc(CC)cc2)CC1	8	-1	-0.8	-1.2	i	-5	-4	-7	15	0
COc1ccccc1C1CC(=O)NC(C)=C1C(=O)OC(C)C (centres undefined)	-1	-3	-0.8	-0.4	i	-2	0	-1	7	-2
Cc1ccc(S(=O)(=O)N2CCC(C(=O)N/N=C/c3cccn3C)CC2)cc1	4	-3	0.0	1.2	i	0	-4	-8	14	0
N#Cc1ccc(CN2CCN(CC(=O)Nc3ccccc3C(=O)NC3CC3)CC2)cc1	0	-13	-0.1	3.2	i	0	2	7	10	-2
COc1ccccc1CNc1nc(Nc2ccccc2-n2cccn2)c2sccc2n1	6	/	-0.2	17	i	3	-15	-35	0	1
CCOc1ccc(C(c2c(C)[nH][nH]c2=O)c2c(C)[nH][nH]c2=O)cc1OC	-3	-5	0.0	-0.1	i	2	-23	0	-19	-1
CC1CCCCC1NC(=O)Cn1cc([N+](=O)[O-])ccc1=O (centres undefined)	-4	3	-0.4	2.2	i	14	5	-16	-12	0
CCOC(=O)C1CCN(C(=O)NS(=O)(=O)c2ccc(C)cc2)CC1	-4	-9	0.3	2.0	i	24	-2	2	-2	0
CN(CC(=O)Nc1ccccc1C(F)(F)F)C(=O)c1cc2c(s1)CCCCC2	-10	-3	-0.6	0.8	i	5	6	2	12	0
O=C1C2CCCN2C(c2ccc(Cl)cc2)N1c1nccs1 (centres undefined)	1	-5	-0.7	0.4	i	-7	-3	-2	1	2
Cc1cccc2c1c(N=NC(N)=S)c(O)n2C1OC(CO)C(O)C(O)C1O (centres undefined)	2	-5	0.1	-0.5	i	-10	-2	-17	7	15
CN(C)S(=O)(=O)c1ccc(N2CCCC2)c(C(=O)N2CCN(c3ccc([N+](=O)[O-])cc3)CC2)c1	8	-7	2.2	1.0	i	10	0	-18	15	1
Cc1cccc(NC(=O)CC(C)S(=O)(=O)c2ccc3c(c2)NC(=O)CO3)c1C (centres undefined)	4	-14	0.0	-2.2	i	9	0	9	13	-3
O=S1(=O)CCN(C2CCCCCC2)CC1	-2	/	-0.5	-1.8	i	-2	4	10	11	-2
CCOC(=O)c1cnn(-c2ccccc2)c1NC(=O)C(F)(F)C(F)(F)C(F)(F)F	-1	-5	-0.9	0.0	i	10	-1	0	16	0
CCc1nc2c(OCc3ccc(C(=O)N(C)C)cc3)cccn2c1N(C)C(=O)c1ccc(C)cc1	3	/	0.0	-1.5	i	-2	-1	6	-8	2
Cc1ccc(S(=O)(=O)N2CCCCC2)cc1C(=O)NCCC1=CCCCC1	0	3	-0.1	-0.6	i	-8	1	3	-5	1
CCOC(=O)c1c(NC(=O)CN2CCCCC2)sc2c1CCN(C(=O)OCC)C2	9	1	0.6	0.9	i	-21	-10	24	9	2
O=C(c1ccc2c(c1)OCO2)C1CCCN(Cc2c(F)ccc(F)c2F)C1 (centres undefined)	-2	-2	0.4	-0.3	i	-5	-2	-1	6	-1
O=C(/C=C/N1CCN(Cc2ccccc2)CC1)C(F)(F)F	0	2	-0.4	-1.4	i	-10	0	-4	-4	-2
Cc1cc(=O)n2ccsc2n1	1	-2	-1.2	-0.9	i	-4	0	0	16	-2
N#CCc1ccc(Oc2ccc([N+](=O)[O-])cn2)cc1	-4	-14	-0.4	-0.1	i	-8	4	-31	7	1
O=C(O)CN1CCCCC1	-4	-9	0.0	-2.0	i	4	-5	-2	17	-7
Cn1nnc2c[n+](CC(=O)c3ccc(Cl)cc3)cc(Br)c21	2	-8	-0.3	-0.6	i	-12	-2	-29	12	-4
CC1CCN(CCCNC(=O)C2CC(=O)N(CCc3ccccc3)C2)CC1 (centres undefined)	-1	-3	0.2	-2.4	i	5	1	-5	15	-2
O=C(NNC(=S)NC(=O)c1cccs1)c1ccc(O)cc1	-4	-8	-0.2	-0.1	i	6	3	0	7	4
CCOC(=O)c1sc2nc(CC(C)C)c3c(c2c1N)CCC3	5	-5	-0.9	-0.9	i	-13	3	3	-2	-2
CC(C)(C)c1ccc(SC2=C[C@@]3(O)CC[C@@H](O)[C@@](Sc4ccc(C(C)(C)C)cc4)(C2=O)[C@H]3O)cc1	16	/	-0.5	2.9	i	1	/	-3	-3	/
O=C1CSC(c2nn(-c3ccccc3)cc2-c2cc3ccccc3oc2=O)N1Cc1ccco1 (centres undefined)	5	-9	-1.2	-0.6	/	3	2	2	-8	3
CN[C@H]1C[C@H]2c3cc(Oc4ccccc4C)ccc3CCN2C(=O)[C@H]1[C@H](C)O	-4	/	0.1	0.2	i	11	-10	6	7	-1
CC(C)c1c(C(=O)N/N=C/c2ccc(OCc3ccc(F)cc3)cc2)nnn1-c1nonc1N	13	-9	0.5	3.4	/	5	-1	5	3	2
O=C(Nc1ccc(Cl)c([N+](=O)[O-])c1)ONC1=NCCCCC1	0	-5	-0.4	-1.9	i	-7	-2	-13	5	9
CN(CCCC(=O)NCc1ccco1)S(=O)(=O)c1ccccc1	-4	-9	-0.9	0.9	i	-3	-1	-1	-15	0
C=CCc1cc(Cl)ccc1OCCN1CC(C)OC(C)C1 (centres undefined)	-14	-6	-0.9	-1.6	i	16	5	1	-2	2
CC(=O)Nc1ccc(NS(=O)(=O)c2ccc(C)cc2)c([N+](=O)[O-])c1	0	-2	-1.7	0.6	i	-33	3	-8	-8	-2
COc1c(Cl)cc(Cl)cc1/C=C/C(=O)c1ccc(NC(=O)c2cccs2)cc1	7	-13	-0.3	3.5	i	-1	5	-1	-2	2
CN1CCN(c2ccc(NC(=O)c3ccc4c(c3)OCCO4)cc2)CC1	-5	-5	0.2	-0.9	i	-9	-3	-3	-11	-2
CC(=O)Nc1ccc(NC(=O)C(C)Sc2nnc(-c3cccs3)o2)cc1 (centres undefined)	-2	-7	0.0	-0.3	i	10	-1	3	-3	-2
CCc1ccc(CNC(=O)C2CC(=O)N(CCc3ccc(C)cc3)C2)cc1 (centres undefined)	-4	5	-0.6	-1.7	i	7	-1	-1	-18	-1
CCN(CC)C(=O)CSc1nnc(-c2ccccc2)n1N	-4	-4	-0.7	-1.4	i	-10	-6	1	0	-4
COc1ccc(C)cc1N(C(=O)c1ccc(F)cc1)c1nc2ccccc2s1	4	-11	-0.3	2.5	i	9	-7	-3	11	3
CC1CC(C)CN(C(=O)Cn2cc(C=O)c3ccccc32)C1 (centres undefined)	-3	-7	0.0	-1.2	i	0	-2	1	-5	-3
CCOc1cc(C(=S)N2CCCCC2)ccc1OCC(=O)NCc1ccccc1	9	-1	-0.4	-0.3	i	-8	-1	-4	-6	3
COc1ccc(CN2C(=O)CN(S(C)(=O)=O)CC2(C)C(=O)NC(C)C)cc1 (centres undefined)	/	/	-0.9	-0.6	i	8	/	4	-5	/
Cc1ccc2nc(Cl)c(C3CC(c4cccs4)=NN3S(C)(=O)=O)cc2c1 (centres undefined)	9	-17	-0.2	0.7	i	-5	0	-12	17	2
COC(=O)C1C(=O)NCC1c1ccccc1 (centres undefined)	-8	2	-0.3	-1.3	i	1	3	21	-30	-5
O=S(=O)(c1ccc(F)cc1)N1CCN=C1SCc1cccnc1	-4	-6	-0.2	-1.4	i	-3	1	6	-3	-2
CCOC(=O)Nc1ccc(S(=O)(=O)Nn2cnnc2)cc1	10	7	-0.5	-1.1	i	-18	2	1	0	1
O=C(NC(=O)N1CCN(c2ccc(F)cc2)CC1)c1ccccc1	-3	-2	-0.7	-0.9	i	-1	4	3	-1	-17
COc1cc(S(=O)(=O)N(C)C)ccc1Br	1	26	-0.1	-0.1	i	2	-1	3	10	0
CC1CN(C(=S)SCC(=O)c2ccc(Cl)cc2)CC(C)O1 (centres undefined)	2	-5	1.2	0.4	i	-6	15	1	0	6
CC(=O)OCC1OC(n2c3c(cc(C#N)c2=S)CCCC3)C(OC(C)=O)C(OC(C)=O)C1OC(C)=O (centres undefined)	-2	-3	-0.4	-0.8	i	4	14	5	0	0
CC(=O)c1ccc(-n2nncc2-c2ccc([N+](=O)[O-])cc2)cc1	-4	3	-0.3	-2.2	i	1	1	-22	59*	0
CC1(C(=O)NS(=O)(=O)c2ccc(Br)cc2)CCN1C(=O)CC1CCCCC1 (centres undefined)	0	/	-0.4	-1.9	i	-2	1	5	2	3
CCOc1cc(C=NN=C2c3ccccc3-c3ccccc32)ccc1O	0	0	-0.3	3.8	i	-14	-42	-13	23	-3
C=CCC[C@H](Cc1ccc(F)cc1)C(=O)OC[C@@H](C)NC(=O)[C@H](CC=C)CC(=O)NCCO	2	4	-0.4	7.7	i	11	5	1	3	0

Compound profiles, from the list above. Values in the order: NadD inh, Scp-1 inhibitor, TbMetRS inhib, LMPTP inh, Neddyl block, NRP1-CendR mod, DNMT1 inh, SUMO1 PPI mod, SKN-1 inh, STEP block
Listed for COc1ccc(CN2C(=O)CN(S(C)(=O)=O)CC2(C)C(=O)NC(C)C)cc1 (centres undefined) → /, /, -0.9, -0.6, i, 8, /, 4, -5, /
Listed for N#C/C(=C(/O)COc1ccc(Cl)cc1)c1nc2ccccc2s1 → 5, 1, -0.6, 0.7, i, 7, -4, 6, -2, -1
Listed for CC(C)(C)c1ccc(SC2=C[C@@]3(O)CC[C@@H](O)[C@@](Sc4ccc(C(C)(C)C)cc4)(C2=O)[C@H]3O)cc1 → 16, /, -0.5, 2.9, i, 1, /, -3, -3, /
Listed for O=C(/C=C/N1CCN(Cc2ccccc2)CC1)C(F)(F)F → 0, 2, -0.4, -1.4, i, -10, 0, -4, -4, -2
Listed for O=C(NNC(=S)NC(=O)c1cccs1)c1ccc(O)cc1 → -4, -8, -0.2, -0.1, i, 6, 3, 0, 7, 4
